Assay outcomes deposited in PubChem by several laboratories.
KCNQ1 act: potentiators or activators of KCNQ1 channel, primary screen, cell-based, thallium flux, high-throughput; B-score at 10 µM; 310,000 compounds, 0.35% hits; Potassium voltage-gated channel subfamily KQT member 1 (Homo sapiens), P51787; CHO-K1 KCNQ1, thallium flux FluxOR fluorescence; stronger effect = higher value;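 active = fluorescence ratio B-score, a plate-corrected score, at least three library SD, with initial intensity B-score within 5 SD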
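assay system = KCNQ1-transfected CHO-K1 cells | medium = assay buffer with matched DMSO | probe or stimulus = depolarizing K+/Tl+ stimulus, K2SO4 and Tl2SO4 each 12.5 mM in 5x stock | dosing = single dose | incubation = dye 90 min, compound 20 min, room temperature | detection = kinetic FluxOR fluorescence, 10 s baseline plus 110 s post-stimulus | evaluation = ratio B score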
TRPC4 agonist: activators of mouse TRPC4 channel, primary screen, Fluo4 calcium, HEK293 TRPC4beta/mu-opioid cells; 310,000 compounds, 0.49% hits; B-score at 10 µM; Fluo4 calcium fluorescence; stronger effect = higher value; Short transient receptor potential channel 4 (Mus musculus), Q9QUQ5;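 active = B-score above 5 SD of library B-scores, and initial fluorescence ratio not above library mean plus 5 SD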;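 also: positive B-score marks a calcium rise read as TRPC4 activation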
Target sequence (Q9QUQ5 whole entry, looked up): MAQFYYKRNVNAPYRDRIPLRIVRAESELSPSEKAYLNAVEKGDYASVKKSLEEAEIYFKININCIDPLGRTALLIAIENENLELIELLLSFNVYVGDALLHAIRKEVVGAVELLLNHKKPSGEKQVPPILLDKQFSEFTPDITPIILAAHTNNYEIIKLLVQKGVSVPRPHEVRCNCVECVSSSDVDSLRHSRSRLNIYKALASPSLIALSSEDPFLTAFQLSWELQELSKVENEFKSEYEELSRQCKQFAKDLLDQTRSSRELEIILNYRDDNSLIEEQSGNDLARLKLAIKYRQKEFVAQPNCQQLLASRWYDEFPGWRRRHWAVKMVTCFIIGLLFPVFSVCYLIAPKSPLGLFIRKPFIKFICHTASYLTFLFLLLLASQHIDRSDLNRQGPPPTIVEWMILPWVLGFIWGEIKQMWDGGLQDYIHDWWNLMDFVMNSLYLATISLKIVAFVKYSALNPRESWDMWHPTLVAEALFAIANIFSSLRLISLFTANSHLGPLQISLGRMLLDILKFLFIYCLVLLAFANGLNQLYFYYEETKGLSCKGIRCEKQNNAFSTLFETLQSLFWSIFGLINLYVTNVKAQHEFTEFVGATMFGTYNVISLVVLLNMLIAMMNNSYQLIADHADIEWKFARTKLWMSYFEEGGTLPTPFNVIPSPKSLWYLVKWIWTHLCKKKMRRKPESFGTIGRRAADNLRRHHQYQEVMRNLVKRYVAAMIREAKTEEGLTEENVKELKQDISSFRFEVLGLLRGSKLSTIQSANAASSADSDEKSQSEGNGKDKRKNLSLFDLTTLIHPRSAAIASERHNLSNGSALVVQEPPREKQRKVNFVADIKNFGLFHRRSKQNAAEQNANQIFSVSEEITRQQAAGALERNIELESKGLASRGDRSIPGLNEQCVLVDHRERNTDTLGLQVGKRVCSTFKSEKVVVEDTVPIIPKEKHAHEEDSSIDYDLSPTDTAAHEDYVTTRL
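Material: HEK293 stable line with TRPC4beta plus mu-opioid receptor; technique: Fluo4 calcium-sensitive dye fluorescence, kinetic, 1 Hz baseline; timing: Fluo4 dye loading 45 min at room temperature, 110 s recording; controls: assay buffer as low control, maximal DAMGO as high control; read-out: integrated baseline-normalised fluorescence ratio, converted to per-well B score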
PolyA inhibitor: polyadenylation inhibitors in yeast reporter cells, primary screen, luminescence, S. cerevisiae; S. cerevisiae SKY197-pL101 polyadenylation reporter, beta-gal luminescence; efflux-impaired pdr1/pdr3 knockout yeast; score 100 = 6 SD above DMSO; calls only at 12 µM; 300,000 compounds, 0.02% hits;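 active = lowest replicate activity score at least 50, where 100 means six control SD above control mean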;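 also: yeast exposed to compound for 9 h at 30 °C; higher score means more reporter readthrough which indicates perturbed polyadenylation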
KCNK3 inh: human KCNK3 channel inhibitors, primary screen, CHO cells, FluxOR thallium flux, B-score; FluxOR fluorescence; stronger effect = lower value; B-score at 10 µM; 340,000 compounds, 0.84% hits; AID 602410, 2012;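 active = B-score under library mean minus 4 SD, starting fluorescence ratio at most library mean plus 5 SD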;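 also: more negative B-score means stronger inhibition of thallium flux through KCNK3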
KCNK9 inh: KCNK9 potassium channel inhibitors, primary screen, HEK293 cells, thallium flux; 310,000 compounds, 1.2% hits; B-score at 10 µM; Potassium channel subfamily K member 9 (Homo sapiens), Q9NPC2; FluxOR thallium flux fluorescence; stronger effect = lower value;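 active = ratio B-score over 3 SD below the library mean, with starting fluorescence within 5 SD of its mean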;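 also: negative B-score means less thallium flux so channel inhibition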
Dyrk1A ADPGlo: rat Dyrk1A kinase inhibitors, primary screen, biochemical, single point, plate reader | inhibition, % at 12.5 µM | 310,000 compounds, 0.43% hits | ADP-Glo luminescence, NFATc1 peptide; in the data active = inhibition above about 50%;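 also: plate controls were vehicle with enzyme for no effect and no enzyme for full effect; many of its hits are not listed in these tables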
Platelet DG rel: inhibitors of platelet dense granule secretion, primary screen, cell-based, MLPCN, human platelets. 300,000 compounds, 0.22% hits. human platelet-rich plasma, SFLLRN dense granule ATP release, luminescence. inhibition, %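 (compounds screened at 7.5 µM in platelet-rich plasma)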;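 active = mean replicate score, as percent of positive control, at or above 50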
TRPC4 inh: inhibitors of mouse TRPC4 channel, primary screen, Fluo4 calcium, HEK293 TRPC4beta/mu-opioid cells; Short transient receptor potential channel 4 (Mus musculus), Q9QUQ5; DAMGO-evoked Fluo4 calcium flux; stronger effect = lower value; B-score at 10 µM; 300,000 compounds, 0.39% hits; AID 2247, 2010;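 active = B-score over 3 SD under the library average, no early fluorescence shift, positive overall ratio signal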
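Assay system: HEK293 cells with stable TRPC4beta plus mu-opioid receptor expression; Probe or stimulus: DAMGO in two steps, submaximal then maximal; Dosing: single-point compound dosing; Measured by: Fluo4 calcium-dye fluorescence, kinetic read; Read-out basis: B score from integrated Fluo4 fluorescence ratio.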
KCNQ1 inh: inhibitors of human KCNQ1 channel, primary screen, cell-based, thallium flux, high-throughput | Potassium voltage-gated channel subfamily KQT member 1 (Homo sapiens), P51787 | CHO-K1 KCNQ1, FluxOR thallium flux fluorescence; stronger effect = higher value | B-score at 10 µM | 310,000 compounds, 1.3% hits | AID 2642, 2010;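 active = compounds whose thallium flux B-score, printed positive for inhibition, exceeds three library SD while starting fluorescence stays within three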;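 also: channel opened by potassium depolarization with thallium stimulus after 20 min compound exposure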
TRPC4 PAM: positive allosteric modulators of TRPC4, primary screen, cell-based, mouse TRPC4beta, HEK293 mu-opioid, Fluo-4 calcium. Short transient receptor potential channel 4 (Mus musculus), Q9QUQ5. DAMGO EC20, Fluo-4 Ca2+ flux; stronger effect = higher value. B-score at 10 µM. 310,000 compounds, 0.42% hits. AID 2227, 2009;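 active = B-score of calcium response area above 5 SD of library B-scores, with initial fluorescence ratio within 5 SD of library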;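 also: B-score of integrated fluorescence ratio over time as area under calcium response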
hERG protect: hERG rescue from dofetilide block, primary screen, cell-based, CHO-hERG, FluxOR thallium flux, dofetilide IC70; dofetilide IC70 present; activation (rescue from dofetilide block), less the hit threshold, % at 10 µM; 310,000 compounds, 0.51% hits; Voltage-gated inwardly rectifying potassium channel KCNH2 (Homo sapiens), Q12809;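 active = activation above the mean of controls blocked by dofetilide plus 5 SD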;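 also: thallium influx through hERG after potassium depolarization seen as dye fluorescence rise; in these data hits start at about 4.7%; inactives centre near -7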
* hit, by the source's call; i = inactive; x = no result given.

Below each SMILES – KCNQ1 act | TRPC4 agonist | PolyA inhibitor | KCNK3 inh | KCNK9 inh | Dyrk1A ADPGlo | Platelet DG rel | TRPC4 inh | KCNQ1 inh | TRPC4 PAM | hERG protect
1) COc1cc(/C=C/C(=O)OCC(=O)Nc2sc3c(c2C#N)CCC(C)C3)ccc1OCC#N (configuration not stated)
  i | i | i | i | i | 3 | 4 | i | i | i | -4
2) O=C(NCCC1=CCCCC1)C1CCN(S(=O)(=O)c2ccccc2C(F)(F)F)CC1
  i | i | i | i | i | -2 | -13 | i | i | i | -7
3) COc1cc(/C=C2\C(=N)N3N=C(S(C)(=O)=O)SC3=NC2=O)ccc1OC(=O)c1ccco1
  i | i | i | i | i | x | -3 | i | i | i | -8
4) CCc1cc(C(=O)N2CCCC(C(=O)c3ccc(OC)c(F)c3)C2)n(C)n1 (configuration not stated)
  i | i | i | i | i | -1 | -2 | i | i | i | -1
5) Cc1noc(C)c1CSc1nnc(-c2cccnc2)n1C1CCCCC1C (configuration not stated)
  i | i | i | i | i | -3 | 4 | i | i | i | -15
6) Cc1cc(NC(=O)C2CCN(S(=O)(=O)c3cnc[nH]3)CC2)ccc1Br
  i | i | i | i | i | -8 | -4 | i | i | i | -3
7) COc1ccc(OC)c(S(=O)(=O)N2Cc3ccccc3CC2C(=O)O)c1 (configuration not stated)
  i | i | i | i | i | -1 | -3 | i | i | i | -7
8) O=C(CC(C(=O)O)c1ccc(Cl)cc1Cl)c1ccc(Cl)cc1 (configuration not stated)
  i | i | i | i | i | 5 | -1 | i | i | i | -13
9) CCCCCCP(=O)(O)c1ccccc1
  i | i | i | i | i | -2 | 9 | i | i | i | -3
10) CCN(CC)S(=O)(=O)c1cccc(NC(=O)COC(=O)CCc2nc3ccccc3s2)c1
  i | i | i | i | i | 2 | 11 | i | i | i | -9
11) COc1ccc(C(=O)c2ccccc2)c(OCC(=O)N(C)C)c1
  i | i | i | i | i | 2 | 2 | i | i | i | -8
12) COC(=O)c1c(NC(=O)Cc2ccccc2)sc(C)c1C
  i | i | i | i | i | 0 | 3 | i | i | i | -5
13) O=C(c1cccc([N+](=O)[O-])c1)N1CCN(C(=O)c2ccco2)CC1
  i | i | i | i | i | -1 | 3 | i | i | i | -2
14) Cc1cc(Cl)ccc1OCCCC(=O)NCCN1C(=O)S/C(=C\c2cccnc2)C1=O
  i | i | i | i | i | -2 | -4 | i | i | i | -13
15) NC(=O)C1CCN(C(=O)C(=O)c2cn(CC(=O)N3CCCCCC3)c3ccccc23)CC1
  i | i | i | i | i | -3 | -16 | i | i | i | -6
16) Cc1ccccc1OCCC(=O)OCC(=O)NC(=O)c1ccccc1
  i | i | i | i | i | 0 | -20 | i | i | i | -12
17) CC(C)OC(=O)c1cccnc1SCc1cc(=O)n2ccccc2n1
  i | i | i | i | i | 12 | 9 | i | i | i | -12
18) c1ccc(CN2CCOCCOCCOCCOCCOCCOCC2)cc1
  i | i | i | i | i | -4 | -2 | i | i | i | -10
19) COc1ccc(C2/C(=C(/O)c3ccc4c(c3)CC(C)O4)C(=O)C(=O)N2CCCN2CCOCC2)cc1 (configuration not stated)
  i | i | i | i | i | 4 | 5 | i | i | i | -3
20) O=C(CS(=O)(=O)Cc1ccccc1)Nc1nc2c(s1)CCCC2
  i | i | i | i | i | -3 | -4 | i | i | i | -6
21) N#Cc1ccc(OCC(=O)Nc2cccc(S(=O)(=O)NC3=NCCCCC3)c2)cc1
  i | i | i | i | i | -2 | 4 | i | i | i | -13
22) NC(=O)c1nsnc1-c1ccccc1O
  i | i | i | i | i | 2 | 11 | i | i | i | -9
23) C=CC(C)(C)c1c(O)c(CC=C(C)C)c(O)c2c(=O)c3ccc(O)c(O)c3oc12
  i | i | i | i | i | 99* | -1 | i | 6* | i | -9
24) CC(=O)n1cc([C@@H]2C=C(C(=O)N3CCN(Cc4ccc5c(c4)OCO5)CC3)O[C@H](OCc3ccc(CO)cc3)C2)c2ccccc21
  i | i | i | i | i | 10 | 2 | i | i | i | -9
25) Cc1ccc(-c2nc3ccccc3n2C)o1
  i | i | i | i | i | -1 | 25 | i | i | i | -8
26) Cc1nn(Cc2cccc(C(=O)NC3CCCCC3)c2)c(C)c1Cl
  i | i | i | i | i | 3 | 2 | i | i | i | -12
27) COc1ccccc1/C=N/OCc1cc(C(C)=O)ccc1OC
  i | i | i | i | i | -2 | 1 | i | i | i | -6
28) CC1CCN(S(=O)(=O)c2ccc3c(c2)c(=O)c(C(=O)NCc2cccs2)cn3C)CC1
  i | i | i | i | i | -7 | 6 | i | i | i | -11
29) Cc1cccc(NC(=O)c2ccccc2-c2ccccc2)c1
  i | i | i | i | i | 2 | 6 | i | i | i | -10
30) Cc1oc(-c2ccccc2Cl)nc1CS(=O)(=O)CC(=O)NC1CCCC1
  i | i | i | i | i | -1 | -7 | i | i | i | -11
31) COc1cccc(CNC(=O)CSCc2cnn(-c3ccccc3)c2-n2cccc2)c1OC
  i | i | i | i | i | -2 | 0 | i | i | i | -18
32) Cc1cc(C)c(C)c(S(=O)(=O)N[C@@H](C)C(=O)OCc2cc(=O)n3cc(Br)ccc3n2)c1C
  i | i | i | i | i | x | -3 | i | i | i | -8
33) Cc1nnsc1C(=O)NNC(=O)Nc1ccccc1
  i | i | i | i | i | -6 | 2 | i | i | i | -4
34) CCC(C)N(C(=O)c1csnn1)C(C(=O)NC1CCCC1)c1c(F)cccc1Cl (configuration not stated)
  i | i | i | i | i | 1 | -2 | i | i | i | -5
35) CCC(=O)NC(=S)NNC(=O)c1ccc(NC(=O)c2ccccc2)cc1
  i | i | i | i | i | -1 | 1 | i | i | i | -3
36) COC(=O)c1ccc(CN2C(=O)NC(c3ccccc3)(c3ccccc3)C2=O)o1
  i | i | i | i | i | -6 | -1 | i | i | i | -8
37) N=C1C(c2nc(-c3ccc(Br)cc3)cs2)=C(O)CN1NC(=O)c1ccc([N+](=O)[O-])cc1
  i | i | i | i | i | -3 | 0 | i | i | i | -3
38) CCCc1nc2nc(C)c(NS(=O)(=O)c3ccc(C4CCCCC4)cc3)c(=O)n2[nH]1
  i | i | i | i | i | 0 | 11 | i | i | i | -16
39) Cc1cc(C)c(S(=O)(=O)N2CCOC2CNC(=O)C(=O)NCCc2c[nH]c3ccccc23)c(C)c1 (configuration not stated)
  i | i | i | i | i | -4 | 3 | i | i | i | -15
40) CC1(C)C([N+](=O)[O-])C(c2ccc(Cl)cc2)NC(c2ccc(Cl)cc2)C1[N+](=O)[O-] (configuration not stated)
  i | i | i | i | i | 5 | -2 | i | i | i | -29

Random excerpt: five entries already listed.
Below each SMILES – KCNQ1 act | TRPC4 agonist | PolyA inhibitor | KCNK3 inh | KCNK9 inh | Dyrk1A ADPGlo | Platelet DG rel | TRPC4 inh | KCNQ1 inh | TRPC4 PAM | hERG protect
31) COc1cccc(CNC(=O)CSCc2cnn(-c3ccccc3)c2-n2cccc2)c1OC
  i | i | i | i | i | -2 | 0 | i | i | i | -18
32) Cc1cc(C)c(C)c(S(=O)(=O)N[C@@H](C)C(=O)OCc2cc(=O)n3cc(Br)ccc3n2)c1C
  i | i | i | i | i | x | -3 | i | i | i | -8
34) CCC(C)N(C(=O)c1csnn1)C(C(=O)NC1CCCC1)c1c(F)cccc1Cl (configuration not stated)
  i | i | i | i | i | 1 | -2 | i | i | i | -5
33) Cc1nnsc1C(=O)NNC(=O)Nc1ccccc1
  i | i | i | i | i | -6 | 2 | i | i | i | -4
38) CCCc1nc2nc(C)c(NS(=O)(=O)c3ccc(C4CCCCC4)cc3)c(=O)n2[nH]1
  i | i | i | i | i | 0 | 11 | i | i | i | -16

Continuation:
Below each SMILES – KCNQ1 act | TRPC4 agonist | PolyA inhibitor | KCNK3 inh | KCNK9 inh | Dyrk1A ADPGlo | Platelet DG rel | TRPC4 inh | KCNQ1 inh | TRPC4 PAM | hERG protect
41) COC(=O)c1ccc(CN2CCN(CC=C(C)C)C(CCO)C2)cc1 (configuration not stated)
  i | i | i | i | i | 3 | 0 | i | i | i | -6
42) CCc1cc(-c2n[nH]c(=S)n2C(C)c2ccccc2)cs1 (configuration not stated)
  i | i | i | i | i | -3 | -6 | i | i | i | -7
43) CN1CCN(c2cc(C(F)(F)F)nc(-c3ccccn3)n2)CC1
  i | i | i | i | i | -2 | -2 | i | i | i | -8
44) OC1C2CN3CCN(C2)CC1(Cc1ccccc1)C3 (configuration not stated)
  i | i | i | i | i | -1 | 24 | i | i | i | -3
45) COC(=O)c1cc2c(s1)-c1ccccc1CC2
  i | i | i | i | i | -2 | 8 | i | i | i | -6
46) O=C(c1cccc(F)c1)N1CCN(C(=O)C(c2ccccc2)c2ccccc2)CC1
  i | i | i | i | i | -2 | 6 | i | i | i | -3
47) Cc1ccc(/C=N/NC(=O)COc2ccc(Cl)c(C)c2)o1
  i | i | i | i | i | 4 | 10 | i | i | i | -10
48) CC1CCC(NC(=O)C2c3ccccc3C(=O)N2Cc2cccs2)CC1 (configuration not stated)
  i | i | i | i | i | 16 | 5 | i | i | i | -5
49) CCOC(=O)c1c(C)n(C)c2ccc(OCCN(C)C)cc12
  i | i | i | i | i | 11 | 30 | i | i | i | -5
50) Cc1cccc(-c2cccc(NC(=O)C3CCCN(C(=O)c4cccnc4)C3)c2)c1 (configuration not stated)
  i | i | i | i | i | 4 | 1 | i | i | i | -10
51) CC(C)NC(=O)COc1coc(CN2CCN(C(=O)c3ccco3)CC2)cc1=O
  i | i | i | i | i | -6 | -4 | i | i | i | -10

Only part of the results is shown (hit frequency here may not be typical).
